ER stress rescue: protection against thapsigargin-triggered cell killing – 384-well, CSM14.1, ATP luminescence, primary screen (AID 1222). CSM14.1 thapsigargin-induced death rescue, ATP luminescence; higher % means a stronger effect. cellular ATP content (survival), % at 20 µM; hits with a dose series show EC50 in µM. 190,000 tested, under 10 active;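 active = EC50 below 50 µM in the dose-response confirmation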;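 also: death triggered by thapsigargin at about 15 µM added after 2 h compound pretreatment; cell ATP read after overnight thapsigargin exposure of roughly 18 to 22 hours; normalized against plate controls of thapsigargin alone and 5% DMSO vehicle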
Insulin prom up: MIN6 insulin promoter up-regulation; MIN6 insulin promoter-GFP reporter, high-content imaging; active compounds read high; z-score at 5 µM; 190,000 compounds, 0.3% hits; AID 1625;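 active = z-score above 3 at 5 µM with at least 500 cells counted in the well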
Dynein cargo inh: dynein cargo transport inhibition; z-score, hits read low; AID 1381; 220,000 compounds, 0.47% hits; 3617.4 mouse cells, GR-EGFP nuclear translocation imaging; test concentration mostly 20 µM; stimulated with dexamethasone, 1 µM; active compounds read low;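 active = plate z-score of nuclear minus cytoplasmic receptor signal below a set negative limit, without overly bright fluorescence or cell loss, cut at about -3.5 in these data, passing the limit was not always enough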;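 also: z-score of nuclear minus cytoplasmic ring GR-EGFP intensity difference per well; some compounds called inactive have numbers as strong as hits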
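medium = tetracycline-free induction medium containing charcoal-stripped FBS | also added = 1.0 µM final dexamethasone stimulus | schedule = 48 h induction, 1 h compound, 30 min dex at 37 °C | technique = fixed, Hoechst-stained cells imaged at 10x for EGFP | measure = GR-EGFP nuclear translocation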
P. falciparum M17LAP: P. falciparum M17LAP inhibitors, primary screen, biochemical, fluorogenic H-Leu-NHMec substrate, 1536-well (AID 1619). inhibition, % at 30 µM, or IC50 in µM where a hit was titrated. recombinant M17LAP, H-Leu-NHMec fluorogenic kinetic assay; higher % means a stronger effect. 220,000 compounds, 0.38% hits;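 active = compound inhibiting the enzyme by more than half at any dose during confirmatory dose-response retesting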;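 also: plate controls were full reaction with DMSO carrier for no effect and no enzyme background for full effect; strong numbers were not always called active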
Autophagy HCS: alters autophagy in cells. MEF GFP-LC3 puncta imaging; test concentration mostly 10 µM. calls only at 10 µM (by protocol). 190,000 compounds, 0.98% hits. AID 463193;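 active = percentage of spot-positive cells more than 3 SD above its plate mean, without a fluorescence outlier flag or 80% toxicity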;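 also: spot-positive cell cutoff set from DMSO-treated cells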
Yfh1-depleted yeast: mitochondrial function rescue without frataxin homolog – Friedreich's ataxia, plus single-dose screen, dose response (AID 1465); S. cerevisiae Yfh1-off respiration, WST-1 reduction, 72 h; higher fold induction means a stronger effect; one-dose fold induction at 50 µM; EC50 in µM for titrated hits; 220,000 compounds, 0.074% hits;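 active = fold induction of absorbance versus untreated yeast above a set limit, then at least 30% activation at any dose in follow-up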;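 also: activators that raise dye reduction in frataxin-depleted yeast; strong numbers were not always called active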
MT stabilizer: microtubule stabilization, imaging screen | HeLa tubulin immunostaining HCS, 24 h; share of cells brighter than vehicle mean+2SD | % tubulin-high responders, % at 10 µM | 200,000 compounds, 0.83% hits;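 active = plate Z-score above 3 for both tubulin-high and condensed-nucleus cell shares, with cell loss under 80%, at 10 µM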;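 also: anti alpha tubulin signal scored within the nucleus-defined area of each cell; some results filed as inactive read as strong as hits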
Lipid droplet: hepatic lipid droplet formation modulation. 240,000 compounds, 0.4% hits. inhibition, % at 6.5 µM. AML12 mouse hepatocytes, oleate lipid droplets, BODIPY imaging;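 active = lipid droplet intensity inhibited by at least 50%, with more than 500 cells counted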
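Material – AML12 mouse liver cells · Also added – oleate loading, 100 µM · Compound dosing – 6.5 µM single-point dosing · Times – overnight treatment with compound plus oleate · Measured by – fluorescence imaging, 20x objective, two fields per well · Read-out – percent inhibition of filter-corrected integrated lipid droplet intensity per well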
P. falciparum M1AAP: P. falciparum M1AAP inhibitors, biochemical, fluorogenic H-Leu-NHMec substrate, 1536-well (AID 1445) | inhibition, % at 30 µM; hits with a dose series show IC50 in µM | recombinant M1AAP, H-Leu-NHMec fluorogenic kinetic assay; higher % means a stronger effect | 220,000 compounds, 0.42% hits;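 active = primary inhibition above the hit cutoff, then over 50% inhibition at one or more dose response concentrations, cut at about 23% in these data, passing the limit was not always enough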;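 also: plate controls were DMSO full reaction for no effect and no enzyme background for full effect; strong numbers were not always called active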
Dynein cargo inh cytoplasmic EGFP: recorded beside Dynein cargo inh, whose call it bears; z-score; measured here: cytoplasmic GR-EGFP intensity; active compounds read high
Dynein cargo inh nuclear GR-EGFP: further read-out of Dynein cargo inh, marked with its call; z-score; measured here: nuclear GR-EGFP intensity;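 lower value marks the stronger effect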
Dynein cargo inh cell count: further read-out of Dynein cargo inh, marked with its call; z-score; measured here: cell count per field
Insulin prom up cell count: recorded beside Insulin prom up, whose call it bears; cell count; measured here: cytotoxicity, nuclei count;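 total cells summed across four imaged fields per well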
Lipid droplet cells 6.5 µM: also measured in Lipid droplet; calls as there; cell count; measured here: cell count, cytotoxicity flag;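 cells counted across two imaged fields per well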
MT stabilizer Hoechst-high %: second read-out of MT stabilizer, no call of its own (marks repeat the call); % Hoechst-high responders; measured here: nuclear condensation Hoechst responders;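 share of cells brighter than vehicle mean plus two SD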
MT stabilizer cytotoxicity %: further read-out of MT stabilizer, marked with its call; toxicity, %; measured here: cytotoxicity by cell density;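 0% = mean cell density of plate MIN control wells and 100% = no cells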
Autophagy HCS cell loss 18 h: recorded beside Autophagy HCS, whose call it bears; toxicity, %; measured here: cell loss, nuclei count;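 cell loss after 18 h compound exposure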
Active calls of the source: *; i = inactive; . = no result given; + = active, no number.

SMILES	ER stress rescue	Insulin prom up	Insulin prom up cell count	Dynein cargo inh	Dynein cargo inh cytoplasmic EGFP	Dynein cargo inh nuclear GR-EGFP	Dynein cargo inh cell count	P. falciparum M17LAP	Autophagy HCS	Autophagy HCS cell loss 18 h	Yfh1-depleted yeast	MT stabilizer	MT stabilizer Hoechst-high %	MT stabilizer cytotoxicity %	Lipid droplet	Lipid droplet cells 6.5 µM	P. falciparum M1AAP
CC(=O)Nc1ccc(NC(=O)Nc2ccccc2C)cc1	1.7%	.	.	-1	-0.3	-0.45	0.96	-1%	i	2	i	1.9	2.1	10	-4	700	1%
CCCOc1ccc(/C=N/Nc2ccccn2)cc1OC	.	0.37	1197	1.8	-0.33	0.75	-0.54	-1%	i	-4	i	2.9	2.5	1.0	2	675	3%
Cn1c(CNC(=O)Nc2ccccc2)nnc1SCc1ccccc1	2.8%	-0.64	1650	0.88	-0.16	0.93	-1.3	0%	i	-4	i	4.5	2.0	11	.	.	-2%
CSc1nncc(/C(C)=N\Nc2ccccc2)n1	-1.8%	0.12	1511	-0.61	-0.18	0.25	0.44	-12%	i	-30	i	1.4	1.4	0.6	.	.	-3%
CC(NS(C)(=O)=O)C(c1cccs1)N1CCN(c2ccccc2F)CC1 (centres undefined)	.	.	.	0.31	-0.29	-0.57	1.2	5%	i	-2	i	3.2	1.7	9.0	.	.	4%
CCOC(=O)C(C)Sc1nc2c(c(-c3cccs3)c1C#N)CCC2 (centres undefined)	-1.6%	-0.7	1136	-0.15	-0.17	0.59	-1.2	-2%	i	16	i	3.2	1.8	10	16	560	1%
CCOc1ccccc1OCCCC(=O)NC1CCCc2ccccc21 (centres undefined)	0.3%	-0.22	1503	2.3	0.044	1.7	-2.1	-5%	i	19	i	4.6	2.3	8.7	-37	711	-4%
Cc1ccnc2nc(C(=O)OCCOc3ccccc3)nn12	2.0%	-0.24	1465	-0.29	-0.14	0.13	-0.56	-8%	i	32	i	7.0	2.3	4.4	.	.	-1%
CC1CC(C)CN(S(=O)(=O)N2CCC(C(=O)NCCC3=CCCCC3)CC2)C1 (centres undefined)	-1.4%	0.29	1115	1.6	-0.14	0.68	-0.8	7%	i	20	i	3.5	2.1	9.3	-6	684	0%
COC(=O)C1=C(C)NC(=O)NC1c1cn(-c2ccccc2)nc1-c1cccs1 (centres undefined)	-2.0%	0.19	1907	-0.61	-0.17	0.013	0.38	-3%	i	11	i	3.4	3.4	3.0	1	382	10%
Cc1[nH]c2ccccc2c1C(=O)COC(=O)CCS(=O)(=O)c1ccccc1Cl	-2.6%	0.49	1280	-0.71	-0.27	-0.84	0.88	12%	i	1	i	2.8	3.1	4.4	-28	648	3%
O=c1oc(-c2ccco2)nc2sc3c(c12)CCCC3	1.9%	0.18	1042	2.3	-0.14	1.5	-2.1	5%	i	-2	i	2.7	1.5	7.1	7	711	2%
Nc1c(S(=O)(=O)c2ccccc2)c2nc3ccccc3nc2n1Cc1ccco1	-1.4%	-0.32	1645	-0.39	-0.41	-0.16	0.32	-67%	i	10	i	3.0	1.7	11	.	.	21%
Cc1cc(C(=O)NC(C)C2CCCO2)cs1 (centres undefined)	-4.8%	-0.58	1274	-0.69	-0.15	-0.46	0.16	2%	i	-3	i	2.6	1.3	5.2	16	724	4%
COc1cccc(CSc2nnc(-c3ccco3)n2C)c1	-1.7%	2.3	996	-0.37	-0.19	0.024	-0.44	2%	i	-17	i	3.8	2.8	6.0	.	.	3%
CCC(=O)N(C)CCc1cc2c(c(OC)c1/C=N/NS(=O)(=O)c1ccc(C)cc1)OCO2	.	-0.5	1144	-0.54	-0.25	-0.24	0.54	7%	.	.	i	.	.	.	-1	754	5%
CCN(CC)C(=O)CSc1nnc2sc3ccccc3n12	2.6%	0.31	1227	-0.45	-0.17	-0.012	0.43	5%	i	-6	i	3.0	2.2	8.0	.	.	12%
Cc1nc2ccccc2n1CC(=O)NCc1ccccc1	-0.1%	-3.9	942	-0.2	0.16	0.42	-0.17	-6%	i	12	i	3.0	1.3	4.9	-26	696	-4%
CCCCCNc1nc(NCCCO)c(C#N)c2c1CN(C)CC2	3.0%	.	.	-0.18	0.019	0.23	0.27	-41%	i	-6	i	1.1	0.6	9.4	9	749	8%
O=C(NC1=NCCS1)C1CC(=O)N(c2ccccc2)C1 (centres undefined)	0.1%	-1.8	1142	-0.11	-0.22	0.22	-0.37	-3%	i	4	i	5.4	2.1	4.6	2	769	2%
CSc1nc(C)c(C(=O)Nc2ccccc2)c(-c2ccco2)c1C#N	.	0.23	913	0.13	-0.19	0.73	-0.61	6%	.	.	i	.	.	.	23	608	5%
CN(C)C(CNc1ncnc2sc3c(c12)CCCC3)c1ccco1 (centres undefined)	-0.7%	.	.	0.43	-0.29	0.13	-0.027	30%	i	-36	i	1.3	1.7	4.5	-34	669	0%
N#CCSc1n[nH]c2nc3c(c(=O)n12)C1(CCCCC1)Cc1ccccc1-3	.	.	.	1.1	-0.24	1.1	-0.92	-5%	.	.	i	.	.	.	-3	732	13%
CC(C)c1ccccc1NC(=O)COC(=O)c1c2c(nc3ccccc13)CCN(Cc1ccccc1)C2	0.4%	-1.3	1324	-0.3	-0.3	-0.26	0.17	-26%	+	60*	i	2.1	3.2	2.9	54*	650*	6%
CCc1cc2c(=O)c(-c3cnn(-c4ccccc4)c3)c(C(F)(F)F)oc2c(CN(C)C)c1O	-1.6%	0.12	1515	0.71	-0.26	0.59	-0.31	-3%	i	1	i	4.9	2.7	11	-9	619	10%
CCN(CC)C(=O)CC1(c2ccccc2OC)CCOC(C(C)C)C1 (centres undefined)	-0.7%	-0.71	868	0.83	-0.18	0.38	-0.16	14%	i	25	i	2.0	1.3	4.4	7	822	3%
COc1ccc(NC(=S)Nc2ccc(N(C)C(C)=O)cc2)cc1	-0.2%	0.47	1583	-0.12	-0.29	-0.069	0.55	-3%	i	-39	i	2.7	2.2	5.7	6	663	-2%
Cc1cc(C)nc(N2CCCC(C(=O)NC(C)C)C2)n1 (centres undefined)	0.7%	0.36	1543	-0.52	-0.24	-0.1	0.38	-2%	i	-18	i	1.5	1.6	1.7	-16	699	-1%
CCOn1c(-n2nc(C)cc2C)nc2ccccc2c1=O	2.9%	-0.5	931	0.77	0.73	0.96	-0.62	-1%	i	9	i	2.3	1.2	3.8	-9	704	4%
Cn1cc(Br)c(C(=O)Nc2sc3c(c2C(N)=O)CCC3)n1	-1.8%	1.4	804	-0.68	1.3	-0.17	0.77	18%	i	2	i	2.0	1.9	18	4	769	12%
Cc1ccccc1NC(=O)Cc1nc(-c2ccc3ccccc3c2)cs1	-1.4%	1.1	1531	-0.4	-0.3	-0.42	0.78	0%	i	10	.	5.0	2.4	5.1	36	640	1%
CCN(CC)S(=O)(=O)c1ccc(NC(=O)c2ccc(Cl)nc2)cc1	.	-0.25	1080	-0.65	-0.24	0.13	0.012	-10%	.	.	i	.	.	.	1	675	-1%
COc1cc(S(=O)(=O)Nc2cccc(C)c2)ccc1NC(=O)c1cccnc1	-0.8%	0.46	1298	-0.13	-0.22	-0.25	0.072	2%	i	2	i	4.6	2.3	4.5	-7	624	5%
C/C(=N\NC(=O)c1ccccc1)c1ccc(-n2ccnc2)cc1	-1.1%	0.06	1511	0.68	-0.27	0.62	-0.7	5%	i	13	i	4.7	2.5	13	0	609	0%
NC(=O)c1ccc(NC(=O)COC(=O)CCSc2ccccc2)cc1	.	-0.07	1453	0.54	-0.21	0.22	0.24	-2%	.	.	i	.	.	.	4	730	6%
Cc1nc2ccc(S(=O)(=O)Nc3cc(-c4nc5cccnc5s4)ccc3C)cc2s1	-0.9%	0.79	1128	0.43	-0.15	1.3	-0.82	-4%	i	26	i	21*	47*	31*	-2	727	17%
Cc1cccc(C)c1-n1c(SCC(=O)NCc2ccco2)nc2ccccc2c1=O	3.3%	-0.89	1590	-0.04	-0.1	-0.45	-0.42	6%	i	5	i	2.9	1.8	1.8	.	.	9%
Cc1nc(-c2ccccn2)nc(SCC(=O)c2ccccc2)c1Cl	.	-0.88	935	-1.4	-0.13	-0.28	1.1	-9%	.	.	i	.	.	.	-2	702	-5%
COc1ccc(N2CCN(C(c3ccc4ncccc4c3)c3nnnn3C(C)C)CC2)cc1 (centres undefined)	.	-0.62	1162	-0.16	-0.2	0.29	0.057	6%	.	.	i	.	.	.	-8	721	4%

Quoted at random: two entries already listed, in no set order.
SMILES	ER stress rescue	Insulin prom up	Insulin prom up cell count	Dynein cargo inh	Dynein cargo inh cytoplasmic EGFP	Dynein cargo inh nuclear GR-EGFP	Dynein cargo inh cell count	P. falciparum M17LAP	Autophagy HCS	Autophagy HCS cell loss 18 h	Yfh1-depleted yeast	MT stabilizer	MT stabilizer Hoechst-high %	MT stabilizer cytotoxicity %	Lipid droplet	Lipid droplet cells 6.5 µM	P. falciparum M1AAP
COc1cc(S(=O)(=O)Nc2cccc(C)c2)ccc1NC(=O)c1cccnc1	-0.8%	0.46	1298	-0.13	-0.22	-0.25	0.072	2%	i	2	i	4.6	2.3	4.5	-7	624	5%
C/C(=N\NC(=O)c1ccccc1)c1ccc(-n2ccnc2)cc1	-1.1%	0.06	1511	0.68	-0.27	0.62	-0.7	5%	i	13	i	4.7	2.5	13	0	609	0%

Single values from the entries so far:
In P. falciparum M17LAP, O=C(NC1=NCCS1)C1CC(=O)N(c2ccccc2)C1 (centres undefined) is entered as -3%
In Lipid droplet, NC(=O)c1ccc(NC(=O)COC(=O)CCSc2ccccc2)cc1 is entered as 4
